High-throughput results (PubChem BioAssay)
NSD2 inh = NSD2 histone methyltransferase inhibitors, primary screen, biochemical, AlphaScreen, single concentration, set 2; inhibition, % at 12.5 µM; 310,000 compounds, 0.54% hits; NSD2 peptide methylation, 120 min; in the data active = inhibition above about 50%
HTR5A ag ctr = HTR5A agonists in luminescence cell assay, primary screen, counter-screen for OPRM1-OPRD1 heterodimer agonist project, full-deck HTS; cell-based; activation, % at 9.3 µM; 340,000 compounds, 0.61% hits; AID 504692, 2011; in the data active = activation mostly above about 9.5%, no sharp cut-off; inactive = mostly below about 7.6%;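 also: 0% = cells with vehicle only and 100% = reference agonist; strong numbers were not always called active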
Target sequence (P47898 whole entry, looked up): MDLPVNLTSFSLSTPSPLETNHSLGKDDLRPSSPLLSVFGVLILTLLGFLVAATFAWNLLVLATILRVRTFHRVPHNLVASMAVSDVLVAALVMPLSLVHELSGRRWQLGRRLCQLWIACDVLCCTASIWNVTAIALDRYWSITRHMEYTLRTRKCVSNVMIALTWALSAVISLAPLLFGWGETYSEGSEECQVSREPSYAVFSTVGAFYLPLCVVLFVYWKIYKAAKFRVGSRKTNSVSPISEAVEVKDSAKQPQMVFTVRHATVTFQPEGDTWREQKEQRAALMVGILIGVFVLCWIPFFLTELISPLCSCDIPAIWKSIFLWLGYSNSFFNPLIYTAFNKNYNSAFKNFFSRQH
dFosB act = activators of delta FosB homodimer, primary screen, biochemical, fluorescence polarization, TAMRA-CDK5 oligo, single point | purified delta FosB; percent of positive-control signal above neutral wells | Protein FosB (Mus musculus), P13346 | AID 493131, 2011 | 340,000 compounds, 0.99% hits | activation, % at 25 µM;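 active = mean activation above about 17%, with every replicate also reaching it, limit read from the data, passing the limit was not always enough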;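 also: fluorescence polarization rise as delta FosB binds a TAMRA Cdk5 AP-1 oligo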
Target sequence (P13346 whole entry, looked up): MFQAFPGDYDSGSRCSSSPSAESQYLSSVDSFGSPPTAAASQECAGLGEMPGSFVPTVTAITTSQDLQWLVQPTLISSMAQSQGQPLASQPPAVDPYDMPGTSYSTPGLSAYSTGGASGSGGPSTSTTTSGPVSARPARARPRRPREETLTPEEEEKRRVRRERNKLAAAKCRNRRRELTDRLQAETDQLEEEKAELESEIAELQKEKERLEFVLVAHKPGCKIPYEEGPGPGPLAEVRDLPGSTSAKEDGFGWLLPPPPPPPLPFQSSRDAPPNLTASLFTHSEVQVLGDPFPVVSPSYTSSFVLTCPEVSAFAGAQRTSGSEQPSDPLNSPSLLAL
HTR5A inv ag = HTR5A inverse agonists in luminescence cell assay, primary screen, counter-screen for OPRM1-OPRD1 heterodimer inverse agonist project, full-deck HTS. 5-hydroxytryptamine receptor 5A (Homo sapiens), P47898. HTR5A cell line, inverse agonism. inhibition, % at 9.3 µM. 340,000 compounds, 0.083% hits; in the data active = inhibition mostly above about 23%, no sharp cut-off; inactive = mostly below about 18%;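 also: 0% = cells with DMSO and 100% = no-cell wells with DMSO; some compounds called inactive have numbers as strong as hits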
PvdQ inh = P. aeruginosa PvdQ acylase inhibitors, primary screen, biochemical, fluorescence, plate reader and imaging, single point; 340,000 compounds, 0.063% hits; inhibition, % at 10 µM; AID 488965, 2010; purified PvdQ acylase; in the data active = inhibition above about 30%, passing the limit was not always enough;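 also: 0% = vehicle neutral wells and 100% = reference inhibitor wells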
CDK5 p35 inh = inhibitors of human CDK5/p35 kinase, primary screen, biochemical, single concentration. AID 488839, 2010. inhibition, % at 10 µM. 330,000 compounds, 0.01% hits. Recombinant CDK5/p35, ADP-Glo luminescence, 60 min. Cyclin-dependent kinase 5 (Homo sapiens) + Cyclin-dependent kinase 5 activator 1 (Homo …;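 active = highest replicate inhibition of at least 50% and at least 75% of replicates reaching 50%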;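 also: plate controls were DMSO neutral control for no effect and GW8510 at 10 µM for full effect; many of its hits are not listed in these tables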
SR-BI HDL uptake = inhibitors of SR-BI mediated HDL lipid uptake, primary screen, ldlA[mSR-BI] cells, fluorescence, single point; Scavenger receptor class B member 1 (Mus musculus), Q61009; ldlA[mSR-BI] CHO cells, DiI-HDL uptake fluorescence, 3 h; inhibition, % at 12.5 µM; 320,000 compounds, 0.96% hits;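 active = mean replicate inhibition of at least 70% and a set share of replicates each scoring 70 or more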;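 also: 0% = median of neutral control wells and 100% = median of positive control wells; values of inactives mirror those of a sister screen read the other way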
MITF act = activators of MITF-driven TRPM1 promoter reporter, primary screen, cell-based, SK-MEL-5, luciferase, single point; SK-MEL-5 TRPM1-promoter luciferase, 24 h; % of positive control, neutral wells = 0; activation, % at 12.5 µM; 300,000 compounds, 0.75% hits;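 active = mean activation of at least 80% with every replicate also reaching 80%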;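 also: 0% = neutral control wells and 100% = parthenolide positive control wells; values of inactives mirror those of a sister screen read the other way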
V-ATPase pH = regulators of yeast V-ATPase proton pumping, primary screen, pHLuorin cytosolic pH fluorescence. response, % at 10 µM. AID 504577, 2011. S. cerevisiae. 350,000 compounds, 0.37% hits; in the data active = response mostly above about 7.3%, no sharp cut-off; inactive = mostly below about 5.4%; also: actives read high; inactives centre near 0; some compounds called inactive have numbers as strong as hits; reference of the scale not given here
Wnt bcat act = Wnt/beta-catenin pathway activators, primary screen, cell-based, plate reader, single point | 300,000 compounds, 1.2% hits | activation, % at 9.35 µM | Wnt/beta-catenin reporter cell assay, activator | AID 743398, 2014; in the data active = activation above about 30%, passing the limit was not always enough;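 also: 0% = neutral control wells and 100% = positive control wells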
* = called active by the depositor; nt = no result given; & = joins results of further samples.

SMILES	NSD2 inh	HTR5A ag ctr	dFosB act	HTR5A inv ag	PvdQ inh	CDK5 p35 inh	SR-BI HDL uptake	MITF act	V-ATPase pH	Wnt bcat act
O=C(C1CCCN(S(=O)(=O)c2ccccc2)C1)N1CCCCC1 (centres undefined)	-6	-2	6	7	-20	-3.0	11	15	0	1
C[n+]1ccn(CC(=O)c2ccc(Br)cc2)c1	-1	2	-1	-5	-13	-2.6	-25	2	5	-4
O=c1cc(O)c2sc(Nc3ccc(Cl)c(F)c3)nc2[nH]1	4	4	-13	-11	-4	2.7	1	-1	0	3
O=C1OCCC1Sc1nc2ccccc2c(=O)n1-c1ccc(F)cc1 (centres undefined)	1	5	0	-9	8	0.9	4	4	0	-2
CCCc1nnc(NC(=O)C(CC)OC(=O)c2cc(C)nc3ccccc23)s1 (centres undefined)	2	4	-9	5	-7	-2.3	-4	nt	0	nt
O=C(O)CCCC(=O)NCCCCc1ccccc1	3	-2	1	-15	-14	-1.2	-13	4	5	nt
CC12CN3CC(C)(CN(C1)C3c1ccccc1Cl)C2O (centres undefined)	-7	-5	-3	13	-7	0.8	-17	9	4	-3
CCn1nc(NS(=O)(=O)c2ccc(NC(C)=O)cc2)c2cc3cc(C)ccc3nc21	-1	-5	-19	-14	-6	0.1	0	9	-5	2
CCOC(=O)c1c(NC(=O)N/N=C/c2ccccc2OCC)sc(C(C)=O)c1C	1	1	1	-3	2	0.4	23	9	-1	3
CC(C)C(=O)Nc1cccc(-c2nc3ccccc3c(=O)o2)c1	-2	0	-3	4	-13	0.5	-14	2	2	nt
CC(C)(C)c1ccc(C(=O)NCCCn2ccnc2)cc1	0	1	-9	-2	-8	0.8	-45	6	-1	-3
Cc1[nH]nc2c1C(c1ccccc1F)NC2=O (centres undefined)	nt	5	-8	-16	-7	-1.3	-4	nt	-2	0
Cc1nnc(NC(=O)c2ccc(Br)cc2)s1	nt	0	3	-19	7	0.1	-12	94*	3	9
Cc1ccc(-c2nc(CS(=O)CC(=O)NCCCN3CCN(Cc4ccccc4)CC3)c(C)o2)cc1 (centres undefined)	7	0	-7	-20	12	2.4	1	-23	-6	-3
CCOCCCNC(=O)CCn1ccc2cc(S(=O)(=O)N3CCCC3)ccc21	0	0	2	20	10	-0.1	-17	-4	0	0
CCN(C(=O)c1cc2c(s1)-c1ccccc1S(=O)(=O)C2)c1cc(OC)ccc1OC	nt	1	-4	-3	-9	-1.9	43	-8	0	-7
O=C(NCCCN1CCOCC1)c1c(F)c(F)c(F)c(F)c1F	1	2	-2	-6	-12	-0.1	2	4	0	1
C/C=C(\C)C(=O)NNC(=O)c1sc(-c2ccccc2)nc1C	-3	-1	-9	3	8	0.6	0	-5	-1	2
Cc1cccc(CN2CCC(n3nccc3NC(=O)c3ccccc3C)CC2)n1	-1	-6	-4	15	4	-0.4	-11	12	1	2
CCCC(O)(c1ccccc1)C(CN1CCOCC1)c1ccccc1 (centres undefined)	-2	2	-11	-6	-9	0.1	-8	4	-1	-1
Cc1oc(-c2cccc(Cl)c2)nc1CN1CCCC(C(=O)NC(C)c2ccc3c(c2)OCCO3)C1 (centres undefined)	nt	5	2	-13	-5	-0.7	59	-16	-1	0
NC(N)=NC(N)=NCCc1ccccc1	nt	2	5	-6	11&-8	-0.5	0&-12	8	0	0
N#Cc1ccccc1NC(=O)CSc1nccn1CCc1ccccc1	0	4	-6	13	-7	-0.9	10	52	4	nt
NS(=O)(=O)c1ccc(CNc2ccc3ccccc3n2)cc1	-3	-3	-2	10	-4	-0.4	nt	nt	1	8
O=C(NCC(=O)N1CCN(Cc2ccccc2)CC1)c1ccc(Br)cc1	-3	3	-4	6	-20	1.5	6	7	1	-1
Cc1noc(C)c1CSc1nnc(-c2c[nH]c3ccccc23)n1-c1ccc(Cl)cc1	-2	-2	12	3	-1	0.2	39	-3	-5	0
O=C1[C@@H]2Cc3c([nH]c4ccccc34)CN2C(=O)CN1CCCCCO	7	0	1	0	6	0.7	-7	-4	1	0
CC(C)CCN1CC(O)=C(c2nc(-c3ccc(Cl)cc3)cs2)C1=N	0	3	0	1	-7	-0.4	76*	nt	1	-1
Cc1cc(=O)oc2c(C)c(OCC(=O)N3CCN(c4ccc(F)cc4)CC3)ccc12	5	5	-20	14	-12	0.3	nt	6	-3	-3
COc1cc(C)c(Cl)c(C)c1S(=O)(=O)NCc1cccnc1	-1	-5	1	-1	17	4.0	9	nt	-2	nt
COCCCN1C(=O)C(=O)/C(=C(/O)c2ccc(OC)cc2)C1c1cccc(OC)c1 (centres undefined)	-2	1	5	-1	-7	-0.2	-11	6	1	nt
CCCSc1nn2c(=O)c3ccccc3nc2s1	-2	-6	2	-6	-1	-1.3	-32	5	3	nt
OCCCNc1ncnc2scc(-c3ccc(Cl)cc3)c12	-1	1	-6	-3	16	1.6	18	2	1	-4
CC(C)NC(=O)c1c2c(nc3ccccc13)CCCC2	-2	0	2	-1	-14	-0.1	-1	-13	-1	-3
C=CC[C@@H]1Cc2c(Br)ccc(Br)c2[C@@H](CC=C)N1	1	5	2	3	4	-0.3	12	-6	-1	nt
CCOC(=O)C1(Cc2ccccc2)CCN(Cc2ccc(C)s2)CC1	0	3	-2	-21	3	-0.7	-18	8	-3	-2

Three compounds out of the list, sorted by molar mass, falling.
SMILES	NSD2 inh	HTR5A ag ctr	dFosB act	HTR5A inv ag	PvdQ inh	CDK5 p35 inh	SR-BI HDL uptake	MITF act	V-ATPase pH	Wnt bcat act
CCOC(=O)C1(Cc2ccccc2)CCN(Cc2ccc(C)s2)CC1	0	3	-2	-21	3	-0.7	-18	8	-3	-2
COc1cc(C)c(Cl)c(C)c1S(=O)(=O)NCc1cccnc1	-1	-5	1	-1	17	4.0	9	nt	-2	nt
O=C(C1CCCN(S(=O)(=O)c2ccccc2)C1)N1CCCCC1 (centres undefined)	-6	-2	6	7	-20	-3.0	11	15	0	1

Next part:
SMILES	NSD2 inh	HTR5A ag ctr	dFosB act	HTR5A inv ag	PvdQ inh	CDK5 p35 inh	SR-BI HDL uptake	MITF act	V-ATPase pH	Wnt bcat act
CC(/C=N/O)Cc1ccc2c(c1)OCO2 (centres undefined)	1	4	-3	-3	0	1.7	5	8	0	0
CCn1c(SCc2nc3sc(C(=O)O)c(C)c3c(=O)[nH]2)nnc1-c1ccc(Cl)cc1	2	0	0	22	-19	0.1	-18	-6	-3	-2
Cc1ncc([N+](=O)[O-])n1CCOC(=O)NC(NCc1ccccc1Cl)C(Cl)(Cl)Cl (centres undefined)	5	1	-9	-3	6	-1.6	-23	5	-3	nt
O=c1ccc(S(=O)(=O)N2CCCC2)cn1Cc1nc(-c2ccc(F)cc2)no1	-1	1	-13	-23	-7	-0.4	6	-3	-2	1
O=C(COC(=O)c1c(Cl)cccc1Cl)NC1CCCCCCC1	-3	2	-7	-7	-16	-2.6	11	8	1	-3
Cc1ccc(C(=O)N2CCN(C(=O)c3ccco3)CC2)cc1NC(=O)c1ccco1	-6	1	-3	21	-9	-1.4	-6	-8	1	0
N#CC1(Nc2ccc(-c3ccc(Cl)cc3)cc2)CCCC1	-4	2	-3	-9	5	-0.6	5	56	-3	-7
Cc1cccn2c(=O)c3cc(C(=O)N4CCCC(C)C4)sc3nc12 (centres undefined)	-10	-2	-27	-15	-15	3.9	2	24	-1	5
CCOc1ccc(N=C(/C(C(=O)C(=O)N2CCOCC2)=C(\O)c2ccccc2)c2ccccc2)cc1	6	2	-3	-14	12	-0.1	2	87*	-4	10
O=C(CSc1ncnc2scc(-c3ccc(Cl)cc3)c12)NCc1ccc2c(c1)OCO2	-1	2	-3	-5	-12	-0.3	52	-1	3	nt
Cc1ccc([C@@H]2[C@@H]3C(=O)N(C)C(=O)[C@@H]3[C@]3(C)C(=O)N(CCO)CC(=O)N23)o1	nt	0	-6	0	-9	-0.7	3	-7	1	-3
COC(=O)c1ccc(C(=O)Nc2cc(Cl)ccc2Cl)cc1NC(=O)c1ccccc1C	1	1	-5	-11	-8	-1.5	59	-15	-1	nt
COc1ccc(CC2SC(N)=NC2=O)cc1 (centres undefined)	-5	5	10	-18	-9	0.2	-17	nt	0	0
CN(C)/C=C/C(=O)/C=C/c1cn(-c2ncc(C(F)(F)F)cc2Cl)c2ccccc12	2	3	-16	-6	14	0.2	54	0	nt	nt
Cc1ccc(C)c(S(=O)(=O)N2CCN(C(=O)c3ccccn3)CC2)c1	-4	6	-5	-14	-12	-4.8	-6	5	1	-1
O=C(Cn1c(-c2ccccc2)noc1=O)NCc1ccccc1	0	-2	2	27	-11	-0.7	-4	5	2	nt
Cc1cc(C)n(C(=O)CSc2nnc(SCC(=O)n3nc(C)cc3C)s2)n1	-1	6	0	13	-17	1.7	-17	0	0	nt
CCOc1ccc(NC(=O)CSCc2cnn(-c3ccccc3)c2-n2cccc2)cc1	0	3	-7	-9	-15	1.3	18	-14	0	1&-4
O=C(COc1ccc2cc(Br)ccc2c1Br)N1CCOCC1	-8	6	-19	-16	-1	-0.9	14	35	-2	4
Cc1ccc(-n2nc3c(=O)n(CCCC(=O)NCc4ccccc4F)nc(C)c3c2C)cc1	2	3	-3	-4	-4	nt	35	3	0	-2
CCc1ccc(-c2cc(C(F)(F)F)n3nc(C(=O)Nc4c(C)nn(Cc5ccccc5C)c4C)cc3n2)s1	nt	2	-5	-11	-18	3.6	57	11	0	nt
CC(=O)Nc1cccc(NC(=O)C2CCN(C(=O)c3ccco3)CC2)c1	-4	-1	3	-5	-4	1.2	nt	-4	-3	-4
COc1cc(NC(=O)CS(=O)(=O)c2ccc(C)cc2)cc(OC)c1OC	16	0	3	0	-13	0.7	-14	8	1	nt
CC(=O)Nc1ccccc1OCc1nnc(-c2cccs2)o1	-9	-3	-6	-10	10	-0.8	12	-24	-1	nt
Cc1cc(NC(=O)Nc2cccc3ccccc23)no1	2	4	2	1	8	-1.0	18	5	3	-2
CCCc1nn(C)c(C(=O)Nc2cccc(CC)c2)c1Cl	-1	-2	3	-28	10	0.3	25	36	-3	8
O=C(C[C@H]1C[C@H](C(=O)N2CCCCC2)[C@@]2(CCc3ccccc3)c3[nH]c4cc(-c5ccco5)ccc4c3CCN2C1=O)NCc1ccco1	nt	-1	-2	4	-14	2.3	-7	2	-1	-4
CN1C(=O)C2(NC(=O)c3ccccc3N2C)c2ccccc21 (centres undefined)	0	-2	-1	4	-4	-0.5	-2	-2	1	0
COc1ccc(Cc2nnc(SCC(=O)Nc3ccccc3C)n(N)c2=O)cc1	1	-3	2	7	-18	-1.5	-6	-1	1	-4
O=C(O)CCc1ccc(-c2cccs2)n1NC(=O)c1ccc(O)cc1	11	-2	-5	-27	-12	-1.6	10	-1	-1	-2
Cc1nnc(SCC(=O)Nc2ccccc2NC(=O)CSc2nnc(C)s2)s1	0	5	7	-10	19	0.6	-26	4	-9	-1
C/C(CC(=O)NCc1ccc(Cl)cc1)=N\NC(=O)c1ccccc1F	-4	4	2	-3	-16	-0.6	-11	10	-3	-1
O=c1c2cc(NC(=S)NCc3cccnc3)ccc2nc2n1CCCCC2	49	1	-6	41	-4	-0.1	-30	17	2	3
